MLL CXXC-DNA inh: inhibitors of human MLL CXXC domain-DNA interaction; Q03164; MLL-CXXC / FITC-HOXA9 DNA fluorescence polarization; Potency, µM (highest dose often 115 µM), without a hit: top-dose activity change, negative = inhibition, usual class: inhibitors; 0.037% of 290,000 active; active = well fitted inhibition curve with a large enough effect in the polarisation, with a control signal flat, not every such curve was filed as active; inconclusive = small, poorly fitted or top-dose-only effect, or effect the other way, or a change in a side signal; inactive = no such curve, though single readings can be large or run the other way; the % refers to the polarisation
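Steps: dispense CXXC domain solution (7 uM) → pin compounds or unlabeled HOX-A9 DNA control → 5 min ambient → add FLSN-HOX-A9 solution (50 nM) → spin → 30 min ambient → fluorescence polarization. Tris pH 7.5/NaCl/DTT/BSA buffer.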
p53 reactivator: mutant p53 re-activation in reporter cells | H1299 p53-A138V BP100-luciferase reporter, luminescence, 24 h | Potency, µM (top dose mostly 92.2 µM), for the others: at the highest dose activity change, positive = activation, most hits filed as activators | 0.063% of 320,000 active | AID 504706; also: % of control where 0% means no effect; nearly all actives have a fitted effect of over 45% in size
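H1299 (p53-null), stable ts p53-A138V + BP100-Luc; 1000 cells/well, Opti-MEM/10% FBS; cpd 4 pt, 1:5; 24 h, 37 deg C, 5% CO2; detection reagent 10 min RT; luminescence.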
MBNL1-CUG inh: inhibitors of human MBNL1 binding to CUG repeat RNA | Potency, µM (titrated, usually from 57.5 µM), for inactives: top-dose activity change, negative = inhibition, actives largely listed as inhibitors | AID 2675 | 0.036% of 280,000 active | TR-FRET MBNL1-His/biotin-(CUG)12 binding, 665/545 ratio; active = well fitted inhibition curve with a large enough effect in the signal ratio, with a control signal flat, not every such curve was filed as active; inconclusive = small, poorly fitted or top-dose-only effect, or effect the other way, or a change in a side signal; inactive = no such curve, though single readings can be large or run the other way; the % refers to the signal ratio; also: % is scaled to controls: 0 for no effect and ±100 for the full control effect
Target sequence (Q9NR56 whole entry, looked up): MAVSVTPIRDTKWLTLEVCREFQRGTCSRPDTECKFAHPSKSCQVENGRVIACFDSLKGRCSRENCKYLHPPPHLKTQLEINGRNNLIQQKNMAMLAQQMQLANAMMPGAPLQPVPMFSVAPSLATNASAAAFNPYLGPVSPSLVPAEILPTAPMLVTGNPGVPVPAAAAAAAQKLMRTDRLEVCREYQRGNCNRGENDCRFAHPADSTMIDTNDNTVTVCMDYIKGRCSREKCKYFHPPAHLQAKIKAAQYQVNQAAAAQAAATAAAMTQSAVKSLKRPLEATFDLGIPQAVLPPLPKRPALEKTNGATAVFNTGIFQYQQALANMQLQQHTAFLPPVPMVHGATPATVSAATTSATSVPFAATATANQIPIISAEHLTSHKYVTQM
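His-tagged MBNL1 binding to biotinylated (CUG)12 RNA was measured by TR-FRET using terbium anti-His antibody (0.055 ng/ul final) and streptavidin-XL665 (5 nM final). Compounds were titrated 92 nM to 58 uM; 60 min at room temperature.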
BRCA1 expr act: activators of BRCA1 expression; MCF7-BRCA1-FFLuc reporter, luminescence, 48 h; response scale: scaled: vehicle 0%, 10 µM genistein 100%; Potency, µM (series often up to 46.1 µM), for the others: at the highest dose activation, usual class: activators; 1.1% of 380,000 active; also: nearly all actives have a fitted effect of over 80% in size; some results filed as inactive show a strong effect at the top dose
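Cells: MCF7-BRCA1-FFLuc, 2000/well. Exposure: 48 h, 37 °C, 5% CO2. Read: luminescence, 15 min post-substrate. Controls: genistein 10 microM (maximal activation), DMSO (neutral).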
NPC1 promoter act: NPC1 promoter activation; 2.4% of 320,000 active; Huh7 NPC1 promoter luciferase reporter, 24 h; Potency, µM (titrated, usually from 9.22 µM), inactives show at the top dose activation, actives largely listed as activators;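 also: % of control where 0% means no effect; nearly all actives have a fitted effect of over 60% in size; reporter is driven by a mutant NPC1 promoter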
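Luminescence from an NPC1 promoter-driven luciferase reporter in stably transfected Huh7 cells was measured after 24 h compound treatment at 37 °C, followed by 10 min ambient incubation with luciferase detection reagent.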
uPA surface inh: cell surface uPA generation inhibition. cell surface uPA generation assay, qHTS. Potency, µM (doses to about 38.3 µM), without a hit: top-dose activity change, negative = inhibition, usual class: inhibitors. 0.31% of 330,000 active; active = well fitted inhibition curve with a large enough effect; inconclusive = small, poorly fitted or top-dose-only effect; inactive = no such curve, though single readings can be large or run the other way; tested in mouse RAW 264.7 cells; also: % is scaled to controls: 0 for no effect and ±100 for the full control effect; nearly all actives have a fitted effect of over 55% in size
VP16 counter: inhibits Gal4-VP16 luciferase reporter, ROR gamma counter-screen | 3.5% of 310,000 active | Potency, µM (series often up to 53.6 µM), for the others: top-dose activity, negative = inhibition, usual class: inhibitors | Drosophila S2 Gal4-VP16 UAS-luciferase, luminescence, 20 h;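 also: Gal4-VP16 expression switched on by copper sulfate through the metallothionein promoter; % is scaled to controls: 0 for no effect and ±100 for the full control effect; nearly all actives have a fitted effect of over 50% in size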
RORgamma inh: blocks mouse ROR gamma transcriptional activity; P51450; Drosophila S2 Gal4-RORgamma UAS-luciferase reporter, 20 h; Potency, µM (highest dose often 53.6 µM), without a hit: at the top dose activity change, negative = inhibition, most hits filed as inhibitors; 5.4% of 310,000 active; also: % is scaled to controls: 0 for no effect and ±100 for the full control effect; nearly all actives have a fitted effect of over 60% in size
Target sequence (P51450 whole entry, looked up, the tested form may be a part): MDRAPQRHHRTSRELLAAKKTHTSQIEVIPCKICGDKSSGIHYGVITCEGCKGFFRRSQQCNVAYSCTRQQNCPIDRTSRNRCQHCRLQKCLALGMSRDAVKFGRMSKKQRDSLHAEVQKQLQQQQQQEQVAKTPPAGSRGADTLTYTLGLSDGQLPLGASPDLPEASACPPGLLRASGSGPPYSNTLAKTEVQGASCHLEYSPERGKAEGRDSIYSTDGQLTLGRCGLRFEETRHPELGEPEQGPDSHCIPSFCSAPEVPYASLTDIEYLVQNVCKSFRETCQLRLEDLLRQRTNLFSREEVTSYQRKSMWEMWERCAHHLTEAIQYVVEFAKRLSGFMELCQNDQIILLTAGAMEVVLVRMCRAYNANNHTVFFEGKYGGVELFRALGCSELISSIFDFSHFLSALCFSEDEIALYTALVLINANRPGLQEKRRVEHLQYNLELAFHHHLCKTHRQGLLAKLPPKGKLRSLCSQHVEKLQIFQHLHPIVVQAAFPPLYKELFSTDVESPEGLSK
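Schneider cells (Drosophila), stable Gal4 DBD–ROR gamma + UAS-luc; 1 hr cmpd preincubation; Cu2+ induction 700 uM final; 20 hr ambient; luminescence.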
FLuc counter: firefly luciferase modulation, counter-screen for miR-21 project | Potency, µM (top dose mostly 57.5 µM), inactives show at the top dose activity change, negative = inhibition, most hits filed as inhibitors | P08659 | purified FLuc, Km substrates, luminescence inhibition | 6.9% of 360,000 active;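 also: plate controls were vehicle for no effect and reference inhibitor for full effect; nearly all actives have a fitted effect of over 55% in size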
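Purified P. pyralis luciferase (10nM final) with 10uM D-luciferin and 10uM ATP (Km levels) in 50mM Tris acetate pH 7.5, 10mM Mg acetate, 0.01% Tween-20, 0.05% BSA; qHTS 6-point titration, ~60 µM downward; luminescence read.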
ELG1 genotoxic: induces genotoxicity in HEK293T cells with luciferase-tagged ELG1; HEK293T ELG1-luciferase reporter, luminescence, 16 h; Potency, µM (series often up to 46 µM), for the others: top-dose activity change, positive = activation, most hits filed as activators; 1.3% of 330,000 active; also: % of control where 0% means no effect; nearly all actives have a fitted effect of over 60% in size
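Screening used a luciferase reporter fused to human ELG1 in HEK293T cells. Luminescence was read on a CCD plate imager after 16 hr exposure and 30 min ONE-Glo incubation.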
Rab9 prom act: Rab9 promoter activation | Huh7 Rab9 promoter-luciferase reporter, luminescence, 24 h | Potency, µM (titrated, usually from 9.22 µM), for the others: top-dose activation, negative = inhibition, usual class: activators | AID 485297 | 2.8% of 320,000 active; also: % of control where 0% means no effect; nearly all actives have a fitted effect of over 60% in size
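Promoter activation is measured as luciferase luminescence in Huh7 cells stably transfected with a Rab9 promoter–luciferase construct, following 24 h compound exposure at 37 °C and 10 min reagent incubation at ambient temperature.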
Active calls of the source: *; ? = inconclusive; · = not tested or not shown; [ ] = another dose, or the depositor's remark. Unless noted, calls follow the shape of the dose curve; as a rule, active = well fitted curve in the direction sought with a large enough effect; inconclusive = small, poorly fitted or top-dose-only effect, or another doubt; inactive = no such curve, though single readings can be large; an effect the other way counts as inactive or inconclusive. Potency is read from the fitted curve at half-maximal effect.

SMILES	MLL CXXC-DNA inh	p53 reactivator	MBNL1-CUG inh	BRCA1 expr act	NPC1 promoter act	uPA surface inh	VP16 counter	RORgamma inh	FLuc counter	ELG1 genotoxic	Rab9 prom act
CC(=O)Nc1ccc(S(=O)(=O)Nc2cccc(-c3cn4c(n3)SCC4)c2)cc1	-5.4%	0.7%	-4.1%	3.2%	0.8%	-5.3%	-13.8%	33.8%	3.6%	0.4%	-9.3%
COC(=O)c1sccc1NC(=O)Cc1ccc(OC)cc1	-2.1%	13.0%	-4.5%	38.7%	-2.2%	-4.7%	-8.8%	2.6%	-6.3%	3.5%	-1.9%
Cc1ccc(CCNC(=O)C2CCN(S(=O)(=O)c3cccc4nonc34)CC2)cc1	15.2%	3.1%	169.2%[activator]	-20.3%	7.2%	-1.9%	-0.9%	-16.0%	1.9%	-0.8%	7.5%
C[C@H](NC(=O)C1CC(=O)N(c2ccc(F)cc2)C1)C(=O)N1CCCCC1 (stereo not given in full)	-12.1%	-2.1%	-5.5%	25.7%	-4.6%	-1.7%	-21.4%	-9.4%	0.5%	-0.3%	2.2%
COc1cc(OC)c(OC)cc1/C=N/NC(=O)C[n+]1ccccc1	3.7%	-6.1%	·	5.3%	-1.2%	6.3%	-2.0%	5.1%	3.8%	-6.9%	-2.9%
CCOc1ccc(-n2cc(C(=O)c3cc(Cl)ccc3O)cc(C#N)c2=O)cc1	4.2%	9.4%	4.4%	-6.4%	-1.8%	-3.5%	15.3%[10 µM]	?	?	-8.5%	-7.7%
CN(C)C(CNC1CC(C)(C)NC(C)(C)C1)c1cccc(F)c1 (stereo not given)	9.4%	-2.8%	-8.5%	-20.2%	1.7%	6.1%	2.2%	1.4%	0.4%	7.0%	-4.5%
COc1ccc(COC(=O)c2ccc(Cl)c(S(=O)(=O)N3CC(C)OC(C)C3)c2)cc1 (stereo not given)	·	0.9%	·	-10.9%	-3.5%	-3.2%	·	·	0.6%	?	-7.6%
COc1ccc(S(=O)(=O)N2CCOCC2)cc1NC(=O)CSc1nnnn1C1CC1	·	1.8%	·	-6.4%	0.1%	-1.8%	·	·	-0.5%	-1.5%	-0.5%
O=C(COC(=O)/C(=C/c1cccs1)c1cccs1)NC(c1ccccc1)c1ccccc1	-4.1%	-9.0%	·	41.3%	-2.5%	-5.6%	-15.6%	-5.2%	0.0%	-3.6%	-8.7%
O=C(Cc1nc2ccccc2[nH]1)c1ccc([N+](=O)[O-])cc1	16.1%	24.2%	?	-5.3%	3.16µM*	-2.9%	29.4%	3.8%	15.1µM*	?	?
CCOC(=O)c1ccc(OCCOc2ccccc2C)cc1	-1.6%	·	-9.4%	-6.7%	6.1%	1.0%	-1.9%	30.0%	?	4.7%	1.0%
C=CCN(CC=C)C(=S)Nc1ccc(OC)c(OC)c1	-3.7%	2.0%	3.1%	10.8%	0.1%	3.2%	1.3%	?	-1.1%	6.0%	-2.6%
O=C(NCCc1nc(-c2ccccc2)cs1)c1ccc(Br)cc1	10.1%	-6.3%	·	-31.4%	-6.1%	-17.4%	-3.0%	?	15.1µM*	-0.2%	-5.5%
N#Cc1c(NCCO)nc(NCc2ccccc2)c2c1CCN(Cc1ccccc1)C2	1.2%	24.6%	14.1%	47.1%	18.7%	-1.1%	0.1%	37.3%	?	-1.6%	21.2%
COC(=O)C1=C(CS(=O)(=O)c2ccc(Cl)cc2)NC(=O)NC1c1ccc(O)cc1 (stereo not given)	5.3%	-11.3%	0.3%	5.8%	1.2%	5.5%	1.6%	-5.1%	3.5%	1.6%	0.2%
COCCN(C(=O)/C=C/c1ccccc1)c1c(N)n(Cc2ccccc2)c(=O)[nH]c1=O	-8.3%	-0.5%	1.6%	-10.4%	-1.2%	-9.5%	19.4%	-21.1%	0.3%	0.2%	1.4%
O=C(CN1C(=O)NC2(CCCCCCC2)C1=O)N1CCc2ccccc2C1	12.8%	-0.2%	-5.0%	-27.7%	0.7%	-1.2%	-5.6%	9.4%	6.3%	-0.4%	-9.8%
CC(OC(=O)CCCN=C1NS(=O)(=O)c2ccccc21)C(=O)Nc1ccccc1[N+](=O)[O-] (stereo not given)	·	1.5%	·	-5.2%	-1.5%	-4.6%	·	·	1.6%	-2.2%	2.2%
COc1ccc(-c2csc(NC(=O)c3c(OC)cccc3OC)n2)cc1	18.5%	-2.8%	·	-5.7%	-2.4%	-1.4%	-3.2%	0.1%	-0.2%	1.8%	0.2%
Clc1ccc2nc(-c3ccc4c(c3)OCO4)cn2c1	-7.5%	-4.4%	16.3%	-41.7%	0.316µM*	-14.4%	8.91µM*	5.01µM*	0.12µM*	?	0.126µM*
Cc1ccc(NC(=O)Cc2ccsc2)cc1Cl	-7.0%	13.5%	6.2%	50.5%	-1.1%	-2.2%	8.9%	17.5%	?	8.1%	12.2%
COC(=O)CN(c1ccccn1)S(=O)(=O)c1ccccc1	-7.9%	-1.8%	-7.4%	2.6%	1.1%	-7.4%	-2.1%	1.4%	1.8%	-1.4%	3.8%
CCc1ccc(C(=O)CSc2n[nH]c(-c3ccncc3)n2)cc1	-5.0%	9.5%	-6.6%	12.4%	-1.4%	-5.3%	11.2µM*	38.7%	23.9µM*	-3.1%	-1.4%
O=C(CCN1C(=O)C2CC=C(Cl)CC2C1=O)NCc1ccccc1 (stereo not given)	-3.9%	0.7%	-10.4%	2.2%	-11.2%	4.3%	2.1%	11.6%	0.9%	-0.9%	-8.9%

The listing continues.
SMILES	MLL CXXC-DNA inh	p53 reactivator	MBNL1-CUG inh	BRCA1 expr act	NPC1 promoter act	uPA surface inh	VP16 counter	RORgamma inh	FLuc counter	ELG1 genotoxic	Rab9 prom act
O=C(c1ccccc1)N(Cc1nc2ccccc2c(=O)[nH]1)C1CCCC1	-1.9%	-2.4%	6.5%	0.0%	-2.6%	0.3%	14.5%	29.8%	-1.1%	-4.4%	-2.0%
O=C(Nc1cccnc1)C1CCN(S(=O)(=O)c2cccs2)CC1	12.8%	-2.4%	-3.1%	2.4%	-0.7%	9.6%	-12.4%	14.2%	0.1%	-4.5%	-3.2%
CC(=O)c1ccc(NC(=O)Cn2cnc(S(=O)(=O)N3CCC(C)CC3)c2)cc1	4.7%	1.9%	0.6%	0.0%	2.3%	-9.2%	3.7%	4.6%	-0.7%	-0.2%	-1.1%
CCCOP(=O)(c1ccc(N(C)C)cc1)C(O)c1cc(OC)c(OC)c(OC)c1 (stereo not given)	0.6%	1.2%	3.9%	-9.5%	-0.8%	2.1%	2.0%	1.9%	5.9%	-5.0%	9.8%
CNC(=O)CN(C)S(=O)(=O)c1ccc(F)cc1	0.6%	2.9%	-0.7%	8.7%	-4.0%	·	1.4%	-10.1%	1.3%	1.2%	-2.6%
CCN(CC)CCN1C(=O)C(=O)/C(=C(/O)c2ccc(OC)cc2)C1c1cccs1 (stereo not given)	-4.7%	?	13.1%	·	15.1%	·	1.8%	29.9%	?	-3.5%	6.1%
COc1ccc([C@H]2CC(=O)C=C(c3ccc4ccn(C)c4c3)C2)cc1	·	?	·	66.7%	19.5%	-3.8%	·	·	?	6.8%	10.9%
Cc1cc(Cl)ccc1OCCNC(=S)NC(=O)c1cccnc1	-3.6%	-3.9%	0.8%	-18.0%	1.4%	-13.7%	-26.1%	?	-0.2%	8.4%	3.3%
Cc1nc(Nc2cccc(C(C)O)c2)c2nnn(Cc3ccccc3F)c2n1 (stereo not given)	0.6%	-4.5%	0.1%	-70.4%	-3.2%	0.2%	-11.5%	-9.2%	-0.9%	-5.4%	-10.2%
CC1CN(Cc2nc3c(c(=O)n(C)c(=O)n3C)n2CCCO)CC(C)O1 (stereo not given)	1.2%	-2.5%	8.2%	1.7%	1.5%	·	6.4%	11.6%	7.4%	0.8%	6.2%
CC(C)N1C(=O)CC(Nc2cccc3cccc(N)c23)C1=O (stereo not given)	2.7%	-3.4%	?	-40.2%	8.7%	2.8%	4.2%	-0.2%	-0.4%	-5.2%	-0.1%
O=C(NCc1ccccc1Cl)C1CCCN(c2ncnc3c2nc2n3CCCCC2)C1 (stereo not given)	-13.4%	15.5%	1.4%	-21.6%	-6.3%	-7.0%	-5.1%	?	-5.9%	-10.7%	-3.9%
Cn1cc(/C=C(\NC(=O)c2ccccc2)C(=O)NCCN2CCOCC2)c2ccccc21	?	1.3%	?	-1.1%	-4.7%	-16.7%	-5.9%	-12.0%	-2.6%	-0.7%	-1.3%

This is a subset. The share of hits here may be higher or lower than overall.
